# Plk1 PBD FP = inhibitors of human Plk1 polo box domain binding; AID 693; inhibition, %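 (tested at about 20 µM)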; 97,000 compounds, 0.13% hits; Plk1 PBD phosphopeptide binding, fluorescence polarization; P53350; in the data active = inhibition above about 34%, passing the limit was not always enough
# MT1-MMP txn act = MT1-MMP promoter transcription activation; 86,000 compounds, 0.16% hits; AID 750; activation factor at 10 µM; HT1080 MT1-MMP promoter luciferase reporter, luminescence, overnight; hits give high values;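 active = activation factor of at least 2 for MT1-MMP transcription at 10 µM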
# S1P2 ag = S1P2 (human) receptor agonism; O95136; S1P2-expressing cell line, agonist reporter read-out; activation, % at 4.5 µM; 97,000 compounds, 0.46% hits; AID 729; in the data active = activation above about 16%;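 also: 0% = vehicle low control and 100% = maximal reference agonist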
# Target sequence (O95136 whole entry, looked up): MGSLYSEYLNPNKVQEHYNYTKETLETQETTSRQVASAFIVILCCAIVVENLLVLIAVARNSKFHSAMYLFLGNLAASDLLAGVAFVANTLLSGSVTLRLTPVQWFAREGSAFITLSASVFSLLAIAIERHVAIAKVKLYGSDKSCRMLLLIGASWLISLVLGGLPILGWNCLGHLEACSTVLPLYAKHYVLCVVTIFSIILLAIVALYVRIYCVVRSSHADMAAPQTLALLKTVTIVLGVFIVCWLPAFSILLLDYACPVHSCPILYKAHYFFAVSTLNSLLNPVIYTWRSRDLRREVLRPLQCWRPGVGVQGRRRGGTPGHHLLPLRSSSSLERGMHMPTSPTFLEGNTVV
# PLAP activator = activators of human placental alkaline phosphatase; P05187; purified PLAP enzyme, luminescent substrate read-out; hits give high values; activation fold at 20 µM; 96,000 compounds, 1.2% hits; in the data active = activation fold above about 2
# Target sequence (P05187 whole entry, looked up): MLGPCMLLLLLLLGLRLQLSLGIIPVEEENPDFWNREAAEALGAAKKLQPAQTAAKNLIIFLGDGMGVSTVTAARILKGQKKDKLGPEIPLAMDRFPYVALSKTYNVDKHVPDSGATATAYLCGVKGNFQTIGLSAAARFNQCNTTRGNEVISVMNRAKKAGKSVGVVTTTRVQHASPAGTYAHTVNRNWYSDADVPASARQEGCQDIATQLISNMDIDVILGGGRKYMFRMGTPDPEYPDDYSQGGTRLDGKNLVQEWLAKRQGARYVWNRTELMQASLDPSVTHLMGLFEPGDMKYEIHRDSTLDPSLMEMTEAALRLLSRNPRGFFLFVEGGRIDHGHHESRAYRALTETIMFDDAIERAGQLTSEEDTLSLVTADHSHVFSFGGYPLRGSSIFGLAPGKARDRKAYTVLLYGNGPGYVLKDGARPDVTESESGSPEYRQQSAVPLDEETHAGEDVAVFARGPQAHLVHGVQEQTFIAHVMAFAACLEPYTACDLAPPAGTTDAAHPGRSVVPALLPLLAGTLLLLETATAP
# EphB4 antag = antagonists of human EphB4-ephrin-B2 interaction; P54760; EphB4 LBD / TNYL-RAW-Alexa532 peptide, fluorescence polarization; inhibition, % at 7 µM; 97,000 compounds, 0.15% hits; AID 720;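 active = inhibition above the screen-wide mean inhibition plus 3 SD, cut at about 15% in these data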;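 also: 0% = DMSO wells and 100% = excess unlabeled TNYL-RAW peptide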
# FAK blocker = FAK (human) kinase inhibition; Q05397; biochemical FAK kinase activity assay; inhibition, %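 (tested at 7 µM)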; 97,000 compounds, 0.84% hits; in the data active = inhibition above about 19%;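 also: 0% = DMSO and 100% = reference compound high control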
# S1P2 blocker = S1P2 (human) receptor antagonism; O95136; cell-based S1P2 antagonist assay, inhibition at 5 uM; inhibition, % at 5 µM; 97,000 compounds, 0.21% hits; AID 736; in the data active = inhibition above about 45%;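 also: CRE beta-lactamase reporter cells expressing human S1P2 stimulated with S1P; 0% = agonist at EC80 alone and 100% = agonist plus reference antagonist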
# PLK1 kinase inh = blocks human PLK1 kinase activity; P53350; recombinant PLK1 kinase, TR-FRET peptide phosphorylation; inhibition, % at 10 µM; 97,000 compounds, 0.53% hits;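 active = inhibition of 50% or more in the single-concentration screen; inactive = inhibition below 50%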;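 also: 0% = DMSO max control and 100% = H-89 dihydrochloride min control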
# Rev-RRE block = inhibitors of HIV-1 Rev-RRE RNA interaction | P05866 | inhibition, % at 8 µM | Rev peptide-RRE RNA binding, FRET | 97,000 compounds, 0.79% hits;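 active = inhibition above the screen-wide mean plus 3 SD, cut at about 35% in these data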;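 also: 0% = median DMSO wells and 100% = median Neomycin B control wells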
# Target sequence (P05866 whole entry, looked up): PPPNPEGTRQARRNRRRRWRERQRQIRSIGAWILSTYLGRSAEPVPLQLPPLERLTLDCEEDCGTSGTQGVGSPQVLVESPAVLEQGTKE
#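 Test system: Cy5-tagged RRE RNA duplex with fluorescein-tagged Rev peptide; Probe or stimulus: labelled Rev peptide; Schedule: 5 min preincubation and 15 min binding, 25 °C; Signal: FRET fluorescence readout; Evaluation: % inhibition from 671/540 nm acceptor-to-donor ratio, scaled between controls; Control set: DMSO and neomycin B.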
# The depositor's hits bear a star; . = not tested or not shown.
smiles	S1P2 blocker	Plk1 PBD FP	S1P2 ag	MT1-MMP txn act	PLK1 kinase inh	EphB4 antag	PLAP activator	FAK blocker	Rev-RRE block
CC1CC(C)CN(C(=O)Cn2c(-c3nonc3N)nc3ccccc32)C1 (stereo unspecified)	-13	-7	-3	1.1	-12	-4	.	-1	4
O=C(Nc1ccc(S(=O)(=O)N2CCOCC2)cc1)c1ccco1	-29	7	-11	1.1	-6	-7	0.9	1	2
Cn1c(-c2ccccc2)c(CCO)c2ccccc21	-3	-7	-3	1.1	-7	2	.	1	-1
CC(C)CN(C(=O)COC(=O)c1ccc2c(c1)NC(=O)CS2)C1CCS(=O)(=O)C1 (stereo unspecified)	16	18	-4	1	-6	8	1.6	-2	2
O=C(NCCN1CCN(c2ccccc2)CC1)c1ccc(NC(=O)C2CCCO2)cc1 (stereo unspecified)	-3	19	-7	.	1	6	1.3	1	6
Cc1ccc(-c2cc(C(=O)Nc3cnn(C45CC6CC(CC(C6)C4)C5)c3)no2)cc1	4	-13	-9	1	-10	4	0.8	-1	0
COc1ccc(-c2nnc3sc(CCN4C(=O)c5ccccc5C4=O)nn23)cc1	-8	24	-2	0.9	-4	0	1.2	11	2
O=C(c1ccc(CS(=O)(=O)c2ccc(Br)cc2)o1)N1CCCC1	-3	-2	-2	1.1	69*	3	0.9	7	7
COc1ccccc1/C=C/C=N/N1CCN(Cc2cccc3ccccc23)CC1	-1	-23	-6	.	-21	-1	1.1	2	0
CCC(=O)c1ccc(N2CCCC2)c(F)c1	-21	10	-1	1.4	-9	-6	.	1	7
Cc1cccc(C)c1NC(=O)Nc1cccs1	15	-19	-2	1.2	-9	-7	0.9	-4	8
c1ccc(C2OC3c4cccc5cccc(c45)C3N2c2ccccc2)cc1 (stereo unspecified)	-19	-9	0	1.3	2	-6	.	0	6
CCCN1C2=C(C(=O)CCC2)C(c2ccc(O)c(Br)c2)C2=C1CCCC2=O	-13	-5	1	1	-11	4	.	0	7
Cc1cc(NC(=O)Cn2nnc3sc4c(c3c2=O)CCCC4)no1	11	1	-8	1.1	-10	5	0.8	4	4
O=C(CSc1nnc(Nc2ccccc2)s1)Nc1ccc(S(=O)(=O)N2CCOCC2)cc1	-4	14	-5	.	-3	-3	0.9	-2	9
Cc1ccccc1NC(=O)OCc1cn(-c2ccc(Cl)cc2)nn1	-10	-2	-2	.	-9	-7	0.9	0	6
Cn1c(SCC(=O)CC(=O)Nc2ccccc2)nnc1-c1ccc(O)cc1	-4	-19	-6	1.3	-7	2	.	-1	5
COC(=O)c1cc(Br)c(=O)n(Cc2ccco2)c1	18	-11	-6	1	0	0	1.1	5	5
COCCCN1C(=O)C(=O)/C(=C(/O)c2ccc3c(c2)OCCO3)C1c1ccc(C(=O)OC)cc1 (stereo unspecified)	9	18	-2	1.1	-3	2	1	-5	0
CC1CCCN(CC(O)CN)C1 (stereo unspecified)	5	5	-9	1.2	-9	10	.	0	7

# Reprinted from the part before: 3 entries, then new ones.
smiles	S1P2 blocker	Plk1 PBD FP	S1P2 ag	MT1-MMP txn act	PLK1 kinase inh	EphB4 antag	PLAP activator	FAK blocker	Rev-RRE block
COC(=O)c1cc(Br)c(=O)n(Cc2ccco2)c1	18	-11	-6	1	0	0	1.1	5	5
COCCCN1C(=O)C(=O)/C(=C(/O)c2ccc3c(c2)OCCO3)C1c1ccc(C(=O)OC)cc1 (stereo unspecified)	9	18	-2	1.1	-3	2	1	-5	0
CC1CCCN(CC(O)CN)C1 (stereo unspecified)	5	5	-9	1.2	-9	10	.	0	7
Cc1ccn2cc(CNS(=O)(=O)c3ccc4c(c3)OCCO4)nc2c1	-32	-10	-1	1.1	-4	-2	1.2	-3	2
CC(=O)c1ccc(NC(=O)Nc2ccc(NS(=O)(=O)c3ccc(C)cc3)cc2)cc1	9	-8	7	.	-6	5	1	7	5
CN(C)CCCNS(=O)(=O)c1cc(Cl)ccc1Cl	12	24	-4	1.1	-6	-2	1.4	2	2
S=C1NCCc2ccc(Cl)cc2C1c1ccccc1 (stereo unspecified)	-3	13	-3	1.1	-10	1	.	-3	-1
CCC(C)NC(=O)Cc1cn(C)c2ccccc12 (stereo unspecified)	-4	1	-1	1.1	-4	7	1.2	-2	6
C=CCSC(=C(C#N)C#N)c1cc2c([nH]1)CCCC2	8	-7	-5	.	-3	3	0.7	1	25
Cc1cc(C)c2c(-n3cccc3)c(C(=O)NNS(=O)(=O)c3ccc(F)cc3)sc2n1	7	2	-2	.	-14	1	1.3	4	4
C/C(=N/OC(=O)c1ccc(F)cc1)c1ccc(C)cc1	-4	14	-5	.	-6	-7	0.8	1	-3
N#C/C(=C\c1cc([N+](=O)[O-])c(N2CCOCC2)cc1N1CCOCC1)c1nc2ccccc2[nH]1	-13	13	7	.	-10	0	0.8	5	7
COc1ccc(C(=O)OCC2CC(c3ccccc3)N(C)O2)cc1 (stereo unspecified)	15	-36	-2	.	0	-2	0.9	1	5
CC1CCN(C(=O)CCc2ccc(S(=O)(=O)NC(C)C)cc2)CC1	14	6	-5	1.1	-5	5	1.5	0	3
CCN(CC)C(=O)c1cc2cc([N+](=O)[O-])ccc2s1	-8	-25	-6	.	-7	-11	0.9	0	0
O=C(c1ccccc1)c1ccc2ccccc2n1	9	-21	-2	.	-10	-5	0.7	1	2
CCOC(=O)C1=C(O)/C(=C/c2ccc(C)o2)SC1=NC(=O)c1ccccc1C	-12	-13	-2	1.1	-6	4	.	9	69*
Cc1c([N+](=O)[O-])c(C(=O)Nc2ccc3c(c2)OCCO3)nn1C	0	-21	-7	.	-5	2	1.1	-1	8
CCN1C(=O)CS/C1=N\c1nccs1	5	-12	-4	1.1	-9	1	1.6	-3	6
O=C(Cn1c(=O)oc2ccccc21)NC(=O)NCc1ccco1	-4	-20	-2	1.1	-6	2	1.3	0	2
O=[N+]([O-])c1ccc(Sc2nc3ccccc3o2)c([N+](=O)[O-])c1	7	-8	-6	1.1	-1	4	1	6	-5
Cc1cccc(Cn2c(Sc3nc(C)cs3)nc3c2c(=O)[nH]c(=O)n3C)c1	0	12	-2	1.2	1	-5	1	3	5
CCC(CC)C(=O)Nc1cc(NC(=O)C(CC)CC)cc(C(=O)O)c1	-4	-14	1	1.1	-11	6	1	-1	6
C=CCNC(=O)C(C#N)c1nc2ccccc2nc1N1CCCCCC1 (stereo unspecified)	-32	-11	7	1.1	-4	7	1.5	-8	25
CCCCn1ccnc1C(=O)c1ccc(S(=O)(=O)N(CCOC)CCOC)cc1	1	1	-7	1	-3	-13	1.5	0	-2
CCCCNC(=O)c1cc2nc3c(c(C(F)(F)F)n2n1)CCc1ccccc1-3	11	15	-3	.	-13	-5	1.1	-1	-1
Cc1cc(N=Cc2c(O)n(-c3ccc4c(c3)OCO4)c(=O)c3ccccc23)ccn1	16	32	-1	0.8	-8	-6	1.3	5	1
O=C(O)c1cc(C(=O)O)c(-c2ccccc2)c(C(=O)O)c1	12	5	-3	.	-7	1	1.1	0	9
Fc1ccc(CNC(=S)Nc2ccc(Cl)cc2)cc1	1	-5	3	.	-4	-3	0.8	1	-7
COc1cc(C2C(C#N)=C(N)N(c3sc4c(c3C#N)CCCC4)C3=C2C(=O)CC(C)(C)C3)cc(OC)c1OC (stereo unspecified)	7	-22	-7	.	-6	-4	1	-1	0
Cc1cc(SCC(=O)c2ccccc2)nc(SCC(=O)c2ccccc2)n1	-3	31	-4	1	-10	-3	0.9	-4	13
CCN1CCCC1CNC(=O)c1cc(NC(C)=O)c(N(C)C)cc1OC (stereo unspecified)	3	16	-6	1.1	-7	4	1.5	1	7
O=C(O)CCS(=O)(=O)c1nc(-c2cccs2)cc(C(F)(F)F)n1	12	1	-2	1.3	1	-7	0.9	2	1
Cc1cccc(CCNC(=O)C2CCC(CNc3c(N4CCCC4)c(=O)c3=O)CC2)c1 (stereo unspecified)	.	-6	.	1.1	-16	.	1.2	.	.
CN(C)S(=O)(=O)c1ccc(NC(=O)c2c(F)cccc2Cl)cc1	17	-16	-10	1.1	-4	3	1	-2	11
Cc1nnc2sc(-c3ccncc3)nn12	16	-2	-5	1.2	2	-5	1.1	2	6
O=C(CSc1nnc2sc3ccccc3n12)c1ccco1	-11	4	-2	1.5	-7	-10	1.1	3	0
COc1ccc(Cc2nnc(NC(=O)CSc3ccccc3)s2)cc1	-6	-15	-9	.	-4	5	1.1	3	0
CC1=C(C)/C(=N\OC(=O)/C=C/c2ccccc2)C=CC1=O	22	6	-4	.	-7	-8	1	-2	-1
Cc1cc(C(=O)OCC(=O)c2ccc3c(c2)OCCO3)c(C)o1	14	5	-5	1.3	-10	-5	1.1	-3	5
Cc1cccc(/C(N)=N/OC(=O)N2c3ccccc3Sc3ccccc32)c1	15	15	-3	.	-11	1	1	0	1
Cc1nc2ccccc2n1CCC(=O)O	-6	-19	-5	.	4	0	0.8	-1	9
CCOC(=O)CCCNC(=O)c1cncc(O)c1	-12	4	-1	1.1	-22	9	0.9	-1	-1
O=C1NN=C(c2ccc(Cl)cc2)CC1c1cccc(Cl)c1 (stereo unspecified)	-13	37	1	1.2	-3	2	1.3	0	13
O=S(Cc1ccccc1)CC(O)(c1ccccc1)c1ccccc1 (stereo unspecified)	8	7	-8	.	-8	1	1	6	4
CCOc1cc(S(=O)(=O)NCCc2ccccc2C)c(OCC)cc1-n1cnnn1	-4	-9	-1	1.3	-11	-5	1.7	2	11
COc1ccc(NC(=O)CCN2CCN(S(=O)(=O)c3ccc(C(C)C)cc3)CC2)cc1	-6	2	-6	.	-11	9	1.7	0	2
CC1CCCC(C)N1C(=O)Cn1c(=O)sc2ccccc21 (stereo unspecified)	.	7	.	1.1	-10	.	0.8	.	.
CCC(NS(=O)(=O)c1ccc(C)cc1)C(=O)N1CCN(c2ccccn2)CC1 (stereo unspecified)	-12	4	-6	.	3	4	1.1	-7	6
CC1=C(C(=O)Nc2ccc(C)cc2)C(c2ccc(C)o2)C2=C(CC(C)(C)CC2=O)N1 (stereo unspecified)	-9	1	0	1.1	-9	-5	1.1	2	-1
Cc1ccc(C(=O)CSc2cc(C)nc(SCC(=O)c3ccccc3)n2)cc1	0	-3	-5	.	-19	0	0.8	1	5
O=C(Nc1ccc(NC(=S)NC(=O)C(c2ccccc2)c2ccccc2)cc1)c1ccccc1	12	-28	-8	.	-6	-1	.	-8	-2
CS/C(=N\S(=O)(=O)c1cccs1)NC(=O)CSc1nc2ccccc2s1	0	-5	-7	1.3	-4	-6	1.6	0	4
CCc1ccccc1N(CC(=O)N1CCN(c2ccccc2)CC1)S(C)(=O)=O	-3	-1	-4	1.1	21	6	1.5	0	9
CCOc1cc(C(=S)N2CCCCC2)ccc1OCC(=O)NCc1ccccc1	5	6	-5	1	-3	2	1.4	-3	11
CC(=O)Nc1cc(NC(C)=O)cc(C(=O)NC(C)(C)C)c1	3	-3	-2	1.2	-21	-3	1	-3	4
CC1CN(C(=O)C(c2ccccc2)c2ccccc2)CC(C)O1 (stereo unspecified)	9	0	-5	1	-16	2	0.9	-1	6
Clc1ccc(COc2ccccn2)cc1Cl	-5	-3	-6	1.1	-7	3	1	-4	-3
CCOc1ccc(/C=C2/C(=O)N(c3ccc(OC)cc3)C(=S)N2CC(=O)OC)cc1OCC	-13	-27	-3	1.2	-15	-1	.	-3	9
O=C(O)c1cc(-c2ccccc2)n(-c2ccccc2)n1	9	-9	-2	1.1	-14	-3	1	-2	6
CON1C(=O)C(=O)N(OC)C(C)(C)C1C (stereo unspecified)	6	22	-5	.	-13	7	0.8	7	6
